# From PubChem
# GPR151 activ: human GPR151 activation; PathHunter beta-arrestin GPR151 cells, luminescence; activation, % at 11.2 µM; 650,000 tested, 1% active; in the data active = activation above about 4.9%;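 note: 0% = median of compound wells and 100% = cells with positive control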
# Target sequence (Q8TDV0 whole entry, looked up): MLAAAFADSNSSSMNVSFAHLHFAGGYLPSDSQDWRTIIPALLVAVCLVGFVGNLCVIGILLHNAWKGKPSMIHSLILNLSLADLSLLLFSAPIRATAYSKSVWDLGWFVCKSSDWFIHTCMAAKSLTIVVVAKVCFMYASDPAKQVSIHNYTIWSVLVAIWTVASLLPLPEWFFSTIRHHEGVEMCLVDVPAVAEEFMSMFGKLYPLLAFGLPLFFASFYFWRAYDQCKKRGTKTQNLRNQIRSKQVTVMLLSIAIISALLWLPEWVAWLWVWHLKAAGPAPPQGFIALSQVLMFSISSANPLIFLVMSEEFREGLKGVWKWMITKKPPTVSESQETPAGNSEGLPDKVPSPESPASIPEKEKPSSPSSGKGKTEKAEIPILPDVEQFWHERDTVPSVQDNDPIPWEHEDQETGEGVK
# TEAD-YAP block: TEAD-YAP interaction inhibition. HEK-TIYL cells, TEAD-Gal4/YAP UAS-luciferase luminescence. inhibition, % at 9.12 µM. 640,000 tested, 1.4% active; in the data active = inhibition above about 32%;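 note: 0% = median of test compound wells and 100% = reference inhibitor wells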
# FBW7 act: activators of human E3 ligase FBW7; Q969H0; AlphaScreen FBW7–phospho-cyclin E peptide binding, activator screen; normalized activity (activation), % at 26.1 µM; 650,000 tested, 0.13% active; in the data active = normalized activity above about 1.9%;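 note: purified mutant Fbw7 with reduced substrate affinity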
# MITF primary: human MITF inhibition, primary screen. AlphaScreen MITF homodimerization, bead proximity signal. inhibition, % at 2.6 µM. 650,000 tested, 0.91% active; in the data active = inhibition above about 50%;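 note: 0% = vehicle wells with protein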
# Target sequence (O75030 whole entry, looked up): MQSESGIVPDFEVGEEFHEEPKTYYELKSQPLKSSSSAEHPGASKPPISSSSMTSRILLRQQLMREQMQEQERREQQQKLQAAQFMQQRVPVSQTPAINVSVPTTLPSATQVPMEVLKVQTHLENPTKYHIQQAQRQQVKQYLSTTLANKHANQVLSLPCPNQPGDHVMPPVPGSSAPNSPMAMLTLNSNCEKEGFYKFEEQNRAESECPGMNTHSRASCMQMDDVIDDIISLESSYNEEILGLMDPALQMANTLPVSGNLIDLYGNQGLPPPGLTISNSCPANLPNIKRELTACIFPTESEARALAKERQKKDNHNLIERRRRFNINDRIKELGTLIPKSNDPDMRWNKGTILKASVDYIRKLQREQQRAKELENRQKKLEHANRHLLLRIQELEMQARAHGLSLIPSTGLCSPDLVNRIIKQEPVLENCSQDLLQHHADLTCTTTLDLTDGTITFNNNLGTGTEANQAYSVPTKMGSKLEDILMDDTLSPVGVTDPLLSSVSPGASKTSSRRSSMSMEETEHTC
# * hit, by the source's call. Rows are unselected. Share with any hit: about 3.5%.
SMILES,GPR151 activ,TEAD-YAP block,FBW7 act,MITF primary
COc1ccc(-n2cc(C(=O)Nc3ccc(C)cc3Br)c3ccccc3c2=O)cc1,2.7,3,0.1,15
CC1CC(C)CN(c2oc(COc3ccccc3F)nc2C#N)C1 (stereo unspecified),1.4,-6,0.2,13
CC(C)c1ccc(NC(=O)CSC2=Nc3ccccc3C3=NC(C(C)C)C(=O)N23)cc1 (stereo unspecified),0.2,24,-0.1,7
NC(=O)C1CCN(c2csc3ccccc3c2=O)CC1,-2.3,4,0.4,17
CCc1ccc(C2Nc3ccc(C(=O)c4ccccc4)cc3NC3=C2C(=O)CCC3)cc1 (stereo unspecified),-1.9,20,0.0,4
Cc1cc(Cl)ccc1C(=O)C1CCCN(C(=O)CCc2c(C)n[nH]c2C)C1 (stereo unspecified),0.4,0,0.6,10
Cc1ccc2c(c1)cc1c(=O)n(CC(=O)NCCCN3CCCCCC3)nc(C)n12,-0.6,4,-0.3,-136
COC(=O)CSc1nnc(-c2cccnc2)n1Cc1ccco1,-0.5,0,0.0,8
Cc1nnc(NC(=O)c2ccc(C(C)C)cc2)s1,-1.7,16,0.1,-17
COc1ccc(-n2c(=S)[nH]c3cc(C(=O)Nc4ccc(C)c(Cl)c4)ccc3c2=O)cc1OC,0.1,-6,0.0,1
CCNC(=O)C1Cc2ccccc2N1C(=O)NCc1ccccc1 (stereo unspecified),0.1,-16,-0.1,-13
COc1ccc(OC)c(NC(=O)c2cccc(NC(=O)c3ccccc3C(=O)O)c2)c1,-0.4,9,-0.1,14
CC1=C(C(=O)OCc2ccccc2)C(c2coc3ccc(C)cc3c2=O)C2=C(CC(c3cccs3)CC2=O)N1 (stereo unspecified),0.4,4,0.1,9
Cc1ccc(NC(=O)C(C)N2C(=O)c3ccccc3C2=O)c(Br)c1 (stereo unspecified),-1.1,-8,-0.2,-5
NNC(=O)CN1C(c2ccc(Br)cc2)=Nc2ccc(Br)cc2C1c1ccccc1 (stereo unspecified),-1.2,1,0.1,-2
c1cc(-c2n[nH]c(C3CCCNC3)n2)ccn1 (stereo unspecified),0.2,3,0.1,7
O=C(Nc1cc(Cl)cc(Cl)c1)c1ccc(F)c(S(=O)(=O)NCc2ccc(F)cc2)c1,1.6,3,0.0,-4
COc1ccc(N2CC(NC(=O)NN3CCOCC3)CC2=O)cc1 (stereo unspecified),2.6,1,0.7,13
CC(=O)C(CC(=O)N1CCC(Cc2ccccc2)CC1)C(=O)c1ccccc1 (stereo unspecified),1.6,-9,0.0,8
CS(=O)(=O)N(Cc1ccccc1)c1ccccc1C(=O)N1CCN(c2ccccc2)CC1,0.2,4,0.2,10
COc1ccc(S(=O)(=O)NCc2ccc(C(=O)NC3CCCCC3)cc2)cc1,0.4,-12,0.3,-3
NC(=NCCc1ccccc1)NS(=O)(=O)c1ccccc1F,0.1,-8,0.0,14
O=C1OC(c2ccc([N+](=O)[O-])cc2)=N/C1=C\c1ccccc1I,-0.1,-5,-0.1,-14
O=c1c2ccccc2[nH]c(=S)n1CCn1c(=S)[nH]c2ccccc2c1=O,0.9,3,0.0,-1
O=C1OC(c2ccccc2)=N/C1=C\c1ccccc1OC(=O)c1ccc([N+](=O)[O-])cc1,-1.1,-20,-0.1,-8
CC1=CCC2C(=O)N(c3nc4ccccc4n3C)C(=O)C2C1 (stereo unspecified),-0.1,-13,0.6,18
Cc1nnc(SCC(=O)N(C)C)n1-c1ccc(N(C)C)cc1,-2.4,-1,0.7,19
Cc1cccc(COc2ccc(/C=C3/SC(=Nc4cccc(C)c4)NC3=O)cc2)c1,-0.9,1,0.0,-1
CCc1nnc(NS(=O)(=O)c2ccc(NC(=O)c3ccc(S(=O)(=O)N4CCCCC4)cc3)cc2)s1,-1.1,-7,-0.1,5
COc1ccc(Nc2cc(NCCCO)c([N+](=O)[O-])c3nonc23)cc1,2.3,0,0.1,12
Cc1cccc(C)c1NC(=O)C1CC(=O)N(Cc2ccccc2)C1 (stereo unspecified),-0.6,-10,-0.1,10
Cc1[nH]c2ccccc2c1C(c1ccc([N+](=O)[O-])cc1)C(C#N)C#N (stereo unspecified),0.6,1,0.0,7
COc1ccccc1NC(=S)N1CCN(C(C)=O)CC1,0.0,2,0.0,-8
Cc1ccc(NC(=O)c2cc(S(=O)(=O)NC3CCCCCC3)ccc2F)cc1,-0.7,-5,-0.2,-5
Cc1cc(/C=N\Nc2ccc([N+](=O)[O-])cn2)c(C)n1-c1ccc2c(c1)OCO2,0.8,-14,-0.1,-3
COCCC(=O)NC(C)c1nnc2n1CCN(Cc1ccc3ncccc3c1)CC2 (stereo unspecified),1.5,12,0.0,12
CSc1ccc(C2C(C(=O)OC3CCCCC3)=C(C)Nc3nnnn32)cc1 (stereo unspecified),0.3,-1,0.1,12
O=C(COc1ccc(Cl)cc1Cl)NCC(=O)N/N=C/c1ccc(F)cc1,-1.1,-1,0.0,13
CCCn1ncc([C@@H]2C[C@H]3CN(C)C(=O)[C@]34CCCN24)c1C,-0.7,4,0.1,4
O=C(NCCn1ccc2ccccc21)c1ccccc1[N+](=O)[O-],0.7,-7,-0.1,-15
COc1cc2cc(C3CC(c4ccco4)=NN3S(C)(=O)=O)c(Cl)nc2cc1OC (stereo unspecified),1.3,-1,0.2,18
CNc1ccc(-c2nn(-c3ccccc3)c(N)c2C#N)cc1,0.6,-45,0.2,14
Cc1ccc(OCC(=O)Nc2sc3c(c2C(N)=O)CCC3)cc1,-0.9,-47,0.2,2
CCOc1ccc(-n2cc(-c3ccccc3)c3c(NCc4ccccn4)ncnc32)cc1,2.3,0,0.1,4
O=C(CCCc1ccccc1)Nc1ccccc1[N+](=O)[O-],-1.2,-46,-0.5,-10
COc1ccc(-c2noc(CNC(=O)COc3ccc(Br)cc3C)n2)cc1,-0.5,2,-0.1,13
CN(C)S(=O)(=O)c1ccc2c(c1)c(=O)c(C(=O)NCc1cccs1)cn2C,-0.1,-9,0.3,-10
CC1(C)CC(=O)c2cc(-c3ccccc3)n(-c3ccc(Cl)c(Cl)c3)c2C1,-0.9,-3,0.5,-1
CCN1C(=O)/C(=C\c2cccs2)SC1=S,0.4,6,0.0,-11
COc1ccc(CN2CCc3nnc(CNC(=O)C4CCCN(C)C4)n3CC2)cc1C (stereo unspecified),-1.1,-1,0.0,-14
CC(=O)NCCc1nc2ccccc2n1CCc1ccccc1,0.4,6,0.2,11
O=C(Nc1ccc(Br)cc1)c1cccc([N+](=O)[O-])c1,0.0,-3,-0.1,12
COc1ccc(COCC(O)CN2C(C)CCCC2C)cc1OC (stereo unspecified),1.8,1,-0.1,6
O=C(NCCN1CCOCC1)c1ccc(-n2c(=S)[nH]c3ccccc3c2=O)cc1,3.1,9,0.0,2
Cc1nc2ccccc2c(=O)n1-c1cccc2ccccc12,-1.4,3,0.0,22
Cc1cccc(OCC(=O)N/N=C/c2cc([N+](=O)[O-])cc([N+](=O)[O-])c2O)c1,-0.7,4,-0.1,16
O=C(CSc1cccc[n+]1[O-])Nc1cccc(Br)c1,0.8,3,0.0,-3
Cc1nnc(NC(=O)CCN2C(=O)c3cccc4cccc(c34)C2=O)s1,0.3,28,0.1,2
CCOC(=O)c1c(NC(=O)c2ccc([N+](=O)[O-])cc2)sc(C(=O)Nc2ccc(C)cc2C)c1C,1.5,0,-0.1,3
CCOc1cc2[nH]c(=S)n(CCC(=O)NC3CCCCC3)c(=O)c2cc1OCC,2.1,8,-0.1,2

# Quoted from the listing for reference:
SMILES,GPR151 activ,TEAD-YAP block,FBW7 act,MITF primary
CCCn1ncc([C@@H]2C[C@H]3CN(C)C(=O)[C@]34CCCN24)c1C,-0.7,4,0.1,4
O=C(NCCn1ccc2ccccc21)c1ccccc1[N+](=O)[O-],0.7,-7,-0.1,-15
COc1cc2cc(C3CC(c4ccco4)=NN3S(C)(=O)=O)c(Cl)nc2cc1OC (stereo unspecified),1.3,-1,0.2,18
CNc1ccc(-c2nn(-c3ccccc3)c(N)c2C#N)cc1,0.6,-45,0.2,14
Cc1ccc(OCC(=O)Nc2sc3c(c2C(N)=O)CCC3)cc1,-0.9,-47,0.2,2
CCOc1ccc(-n2cc(-c3ccccc3)c3c(NCc4ccccn4)ncnc32)cc1,2.3,0,0.1,4
O=C(CCCc1ccccc1)Nc1ccccc1[N+](=O)[O-],-1.2,-46,-0.5,-10
COc1ccc(-c2noc(CNC(=O)COc3ccc(Br)cc3C)n2)cc1,-0.5,2,-0.1,13
CN(C)S(=O)(=O)c1ccc2c(c1)c(=O)c(C(=O)NCc1cccs1)cn2C,-0.1,-9,0.3,-10
CC1(C)CC(=O)c2cc(-c3ccccc3)n(-c3ccc(Cl)c(Cl)c3)c2C1,-0.9,-3,0.5,-1
CCN1C(=O)/C(=C\c2cccs2)SC1=S,0.4,6,0.0,-11
COc1ccc(CN2CCc3nnc(CNC(=O)C4CCCN(C)C4)n3CC2)cc1C (stereo unspecified),-1.1,-1,0.0,-14
CC(=O)NCCc1nc2ccccc2n1CCc1ccccc1,0.4,6,0.2,11
O=C(Nc1ccc(Br)cc1)c1cccc([N+](=O)[O-])c1,0.0,-3,-0.1,12
COc1ccc(COCC(O)CN2C(C)CCCC2C)cc1OC (stereo unspecified),1.8,1,-0.1,6
O=C(NCCN1CCOCC1)c1ccc(-n2c(=S)[nH]c3ccccc3c2=O)cc1,3.1,9,0.0,2
Cc1nc2ccccc2c(=O)n1-c1cccc2ccccc12,-1.4,3,0.0,22
Cc1cccc(OCC(=O)N/N=C/c2cc([N+](=O)[O-])cc([N+](=O)[O-])c2O)c1,-0.7,4,-0.1,16
O=C(CSc1cccc[n+]1[O-])Nc1cccc(Br)c1,0.8,3,0.0,-3

# Following part
SMILES,GPR151 activ,TEAD-YAP block,FBW7 act,MITF primary
N#C/C(=C/Nc1ccc(Cl)cc1Cl)c1nc(-c2ccc(F)cc2)cs1,-1.1,-8,0.1,9
Cc1cc([N+](=O)[O-])ccc1NC(=O)c1sc2ncn(CC(=O)N3CCOCC3)c(=O)c2c1C,0.2,11,0.6,13
Cn1cccc1C(=O)NC(=O)COC(=O)c1cc(-c2ccco2)nc2ccccc12,3.0,-4,-0.3,77*
COc1ccc(C(=O)CC(Nc2cccc(Br)c2)c2cccc(Br)c2)cc1 (stereo unspecified),0.6,16,0.1,5
CC(=O)c1ccc(S(=O)(=O)N(C)C2CCCCC2)cc1,-1.1,-6,0.0,-5
CCCCN(CC)S(=O)(=O)c1ccc(F)cc1,0.2,4,0.0,5
CC(O)CN(Cc1cccc(Cl)c1Cl)CC(C)O (stereo unspecified),0.2,7,0.3,20
O=C(Cn1ccnc1)NCc1n[nH]c(=O)c2ccccc12,0.7,-10,0.2,19
O=C(/C=C1/NC2CCCCC2N1O)c1ccccc1 (stereo unspecified),4.4,3,0.1,19
Cc1ccc(NC(=O)c2ccc(O)cc2)cc1,-2.5,-30,0.6,11
O=C(NN=C1CCCCC1)c1ccc(CN2CCOCC2)cc1,1.2,-4,0.6,14
O=C(CSc1nnnn1-c1ccccc1)Nc1cccc(I)c1,0.1,6,0.1,7
O=Cc1ccc(OCC2=CCOCC2)cc1,-1.2,-11,-0.1,-7
CCC(c1nnnn1C1CCCC1)N1CCN(c2ccccc2)CC1 (stereo unspecified),0.0,-3,-0.1,-12
Cc1cc(C)nc(SCCCn2c(N3CCCC3)nc3c2c(=O)[nH]c(=O)n3C)n1,2.3,-3,-0.3,-7
CCC(C(=O)NCCCN1CCOCC1)n1nc(C)n2c(cc3occc32)c1=O (stereo unspecified),-1.0,2,0.7,6
CCOC(=O)c1c(NC(=O)CSc2c[nH]c3ccccc23)sc2c1CCC2,-0.7,15,0.0,10
COCCNC(=O)CN1C(=O)COc2ccc(C)cc21,0.9,-13,-0.1,16
COc1cccc(-n2c(=O)[nH]cc(C(=O)Nc3ccc(Br)cc3)c2=O)c1,-1.7,-4,1.1,3
O=C(CSc1ccccn1)N/N=C/c1cc(Cl)ccc1O,1.0,14,0.1,14
COc1ccc(NC(=O)CSc2nc3ccccc3c(=O)n2Cc2cccs2)c(OC)c1,-0.2,-2,0.1,-6
Cc1sc2nc3c4ccccc4c(NCCCN(C)C)nn3c(=O)c2c1C,1.7,-17,0.3,-12
Cc1cccc(NC(=O)c2cc(S(=O)(=O)N3CCC(C)CC3)ccc2F)c1C,0.3,6,0.2,15
CCN(CC)S(=O)(=O)c1ccc(C(=O)Nc2sc3c(c2C(N)=O)CC(C)(C)NC3(C)C)cc1,-0.9,-6,-0.1,-1
CC(NC(=O)Cn1ncn2c(cc3sccc32)c1=O)c1ccccc1 (stereo unspecified),0.6,3,0.0,-3
O=C(CCn1ccnc1)Nc1nc2ccccc2[nH]1,0.0,-5,-0.1,9
O=C(O)C1c2ccccc2-c2ccccc21,-2.0,1,-0.1,5
NC(=O)c1ccccc1NS(=O)(=O)c1ccc(Cl)cc1F,0.2,8,0.0,-11
CCOC(=O)C1(CCOC)CCN(Cc2cc3ccccc3s2)CC1,-0.6,-12,-0.2,-5
Cc1ccc(NC(=O)c2cnc3ccc(C)cn3c2=O)cc1,-1.3,6,1.4,23
CCOC(=O)c1c(NC(=O)C(C(C)C)N2C(=O)c3ccccc3C2=O)sc(C(C)=O)c1C (stereo unspecified),0.2,-3,-0.1,4
C=CCc1ccccc1OCC(O)CN1CCN(c2ccc(F)cc2)CC1 (stereo unspecified),1.6,8,-0.2,2
COC(=O)c1cc(CNCc2ccc(Cl)cc2)ccc1OC,1.2,-4,-0.1,46
COc1ccccc1N(CC(=O)N1CCc2ccccc2C1)S(=O)(=O)c1ccc(C)cc1,-0.6,4,0.1,9

# Random excerpt: two compounds from above.
SMILES,GPR151 activ,TEAD-YAP block,FBW7 act,MITF primary
C=CCc1ccccc1OCC(O)CN1CCN(c2ccc(F)cc2)CC1 (stereo unspecified),1.6,8,-0.2,2
CCN(CC)S(=O)(=O)c1ccc(C(=O)Nc2sc3c(c2C(N)=O)CC(C)(C)NC3(C)C)cc1,-0.9,-6,-0.1,-1
